# Screening data deposited in PubChem by several laboratories.
# GSK3A inh = blockers of GSK3A enzyme activity – biochemical, luminescence, cell-free homogeneous, HTS, primary screen; inhibition, % at 10 µM; AID 2650, 2010; 320,000 tested, 0.1% active; GSK-3 alpha kinase, ADP-Glo luminescence, 60 min;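 in the data active = inhibition above about 50%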;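 note: GST-tagged GSK-3 alpha with peptide substrate and 25 µM ATP; 0% = DMSO neutral wells and 100% = GW8510 positive control wells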
# Target sequence (P49840 whole entry, looked up): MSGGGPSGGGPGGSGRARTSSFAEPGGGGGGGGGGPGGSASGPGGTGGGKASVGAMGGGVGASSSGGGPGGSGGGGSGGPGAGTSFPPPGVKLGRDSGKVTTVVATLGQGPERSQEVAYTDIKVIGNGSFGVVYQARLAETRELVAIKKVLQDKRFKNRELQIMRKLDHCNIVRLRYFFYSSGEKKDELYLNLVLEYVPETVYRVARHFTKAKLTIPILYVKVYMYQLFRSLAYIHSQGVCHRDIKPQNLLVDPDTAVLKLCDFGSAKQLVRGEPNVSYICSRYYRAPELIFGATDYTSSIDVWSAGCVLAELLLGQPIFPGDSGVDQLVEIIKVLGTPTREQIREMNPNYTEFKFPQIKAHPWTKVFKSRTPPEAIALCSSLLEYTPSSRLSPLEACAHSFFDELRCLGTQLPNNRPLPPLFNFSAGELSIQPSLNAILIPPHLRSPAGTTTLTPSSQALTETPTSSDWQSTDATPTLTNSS
# HSF1 activator = HSF-1 activators, primary screen, NIH3T3-HGL cells, MG132 stress, luminescence, single point. NIH3T3-HGL HSF-1 luciferase reporter, 8 h; 100% = twice DMSO control signal. activation, % at 9 µM. 300,000 tested, 1.7% active. AID 504408, 2011;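 active = mean replicate activation of at least 50% with a set share of replicates each reaching 50%; inconclusive = only one of those two conditions met; inactive = mean below 50% and too few replicates reaching it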;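 note: 0% = median of the neutral control wells and 100% = twice that signal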
# IEC-6 tox = cytotoxicity in IEC-6 intestinal epithelial cells, primary screen, cytotoxicity control for KLF5 inhibitor project, cell-based, luminescence. IEC-6 cytotoxicity, luminescence viability. inhibition, % at 5 µM. 290,000 tested, 0.78% active. AID 1825, 2009; in the data active = inhibition above about 22%;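 note: 0% = plate median of test compound wells and 100% = cytotoxic reference compound wells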
# HSF1 inh = HSF1 inhibitors in luciferase reporter cells, primary screen, cell-based, NIH3T3, luminescence; NIH3T3-HGL HSE-luciferase, MG132-induced, luminescence 8 h; hits give low values; activity change, negative = inhibition, % at 7.5 µM (by protocol); 300,000 tested, 0.77% active; AID 2098, 2009;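 active = more than half of replicate wells show activity change below -50%, luminescence cut by over half; inconclusive = some wells, but at most half, below -50%; inactive = no replicate well below -50%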;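 note: luciferase reports HSF-1 transcriptional activity via heat shock element; 0% = median of DMSO wells and -100% = zero luminescence signal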
# KLF5 inh = KLF5 expression inhibitors, primary screen, DLD-1 cells, luminescence; DLD-1 KLF5 promoter-luciferase reporter; inhibition, % at 5 µM; 290,000 tested, 0.23% active;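 active = inhibition above a per-plate limit of that plate's mean compound inhibition plus 3 SD, cut at about 60% in these data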;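 note: 0% = DMSO wells and 100% = LY294002 at 200 µM; higher means less KLF5 promoter-driven luciferase light; inactives centre near -14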
# HIF act = HIF pathway transcriptional activators, primary screen, cell-based, U2OS HRE-luciferase, luminescence | U2OS HRE-luciferase reporter; normalized: DMSO 0%, desferrioxamine 100% | activation, % at 7.5 µM (by protocol) | 300,000 tested, 0.32% active;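 active = mean activation of at least 10% of the iron chelator positive control signal, with at least half of replicates also reaching 10%; inconclusive = mean and replicate majority disagree about reaching 10%; inactive = mean and most replicates under 10%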
# GSK3beta inhib = human GSK3beta kinase inhibitors, primary screen, biochemical, cell-free homogeneous, HTS; Glycogen synthase kinase-3 beta (Homo sapiens), P49841; GST-GSK3beta kinase, ADP-Glo luminescence, 60 min; hits give low values; activity score (negative = inhibition), % at 10 µM; 300,000 tested, 0.038% active; AID 2097, 2009;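 active = more than half of replicate wells score below -50%, meaning over 50% inhibition versus plate controls; inconclusive = some replicates but at most half score below -50%; inactive = no replicate scores below -50%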;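 note: 0% = median DMSO wells and -100% = median GW8510 positive control wells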
# Target sequence (P49841 whole entry, looked up): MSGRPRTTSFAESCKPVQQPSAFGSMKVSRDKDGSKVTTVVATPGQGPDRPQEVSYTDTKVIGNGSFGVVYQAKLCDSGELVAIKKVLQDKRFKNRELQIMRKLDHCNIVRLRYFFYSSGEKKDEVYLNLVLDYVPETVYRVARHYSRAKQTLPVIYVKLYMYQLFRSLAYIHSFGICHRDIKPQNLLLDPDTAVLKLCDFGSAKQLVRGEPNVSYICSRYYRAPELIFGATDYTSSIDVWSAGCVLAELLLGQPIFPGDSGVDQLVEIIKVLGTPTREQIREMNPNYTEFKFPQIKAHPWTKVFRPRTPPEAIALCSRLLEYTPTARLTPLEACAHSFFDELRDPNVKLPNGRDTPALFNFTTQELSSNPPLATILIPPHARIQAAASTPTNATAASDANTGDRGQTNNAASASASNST
#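 Test system – GST-tagged human GSK3beta kinase, cell-free · Incubation – 60 min enzyme reaction, room temperature · Signal – ADP-Glo luminescence · Also added – peptide substrate and ATP at 25 µM · Controls – DMSO neutral wells and GW8510 at 20 µM as positive · Buffer or medium – Tris/MgCl2 kinase buffer · Measure – Luminescence-derived activity versus plate DMSO and GW8510 wells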
# aSyn 5UTR inh = MLPCN primary screen, SNCA 5' untranslated region; alpha-synuclein 5'UTR reporter, inhibitor activity; inhibition, % (tested at 7.5 µM); 300,000 tested, 0.82% active; AID 1813, 2009; in the data active = inhibition above about 60%; inconclusive = no clear call, values can overlap the other calls;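 note: H4 neuroglioblastoma cells stably carrying SNCA 5'UTR luciferase fusion; 0% = DMSO wells and 100% = positive control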
# HSP90 inh = HSP90 inhibitors, primary screen, cell lysate, luminescence; inhibition, % at 5.6 µM; Heat shock protein HSP 90 (rabbit reticulocyte lysate; luciferase refolding); Rabbit reticulocyte lysate, luciferase refolding luminescence, 3 h; 290,000 tested, 0.91% active; AID 1789, 2009;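 active = inhibition above the screen-wide mean plus 3 SD, computed separately per campaign, cut at about 16% in these data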;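 note: 0% = DMSO wells and 100% = 60 µM geldanamycin wells; inhibitors lower the luminescence because luciferase stays unfolded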
# AI-2 QS mod = Vibrio harveyi AI-2 quorum sensing modulators, primary screen, JMH597 strain, luminescence/OD600 ratio | activity change, % at 7.5 µM | Vibrio harveyi JMH597 AI-2 luminescence/OD600 ratio, 9 h; hits give low values; strain lacks LuxN and CqsS sensors; 0 = neutral-control median | AID 2094, 2009 | 300,000 tested, 0.4% active; in the data active = activity change below about -75%, passing the limit was not always enough; inconclusive = no clear call, values can overlap the other calls;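 note: luminescence divided by OD600 gain over 9 h not by final OD600 alone; inactives centre near 13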
# * = called active by the depositor; ? = inconclusive; . = not tested or not shown.
Compound,GSK3A inh,HSF1 activator,IEC-6 tox,HSF1 inh,KLF5 inh,HIF act,GSK3beta inhib,aSyn 5UTR inh,HSP90 inh,AI-2 QS mod
Cc1cccc(C(=O)N2CCCCCC2)c1[N+](=O)[O-],-2,4,4,-5,-15,-0.2,-3,11,-2,8
CC(=O)c1c(N2CCCCC2)nc(=S)n(-c2ccccc2)c1C,-7,-3,-1,-8,-12,0.2,4,6,3,33
Cc1nc2ccccn2c1C(=O)NCCCN1CCOCC1,-3,2,0,-6,-35,-0.5,1,1,5,13
C/C(=C1/SC(N2CCOCC2)=NC1=O)c1ccc(Br)cc1,0,-2,2,-4,12,0.1,3,19,5,11
CC12CCC(C(=O)N(Cc3ccccc3)Cc3ccccc3)(OC1=O)C2(C)C (stereo not drawn),-1,-20,1,-3,-17,-0.4,0,-36,-8,13
Cc1onc(-c2c(F)cccc2Cl)c1C(=O)N=C(N)N1CC(C)OC(C)C1 (stereo not drawn),0,-1,-6,2,-3,0.2,-4,-18,0,13
O=C(Nc1nccs1)c1ccc(COc2ccc(F)cc2)o1,-2,?,4,24,-25,2.9,-1,-97,4,15
Cc1ccc(S(=O)(=O)N(C)C)cc1NC(=O)CN1C(=O)NC(Cc2c[nH]c3ccccc23)C1=O (stereo not drawn),.,3,-1,-3,7,-0.3,3,9,-3,7
CC(C)n1c(NCc2ccccc2O)nc2ccccc21,-1,13,-1,15,-1,0.0,-5,9,4,10
CCCc1cc(=O)n2[nH]cnc2n1,-2,-16,-1,3,-3,0.4,4,2,0,1
CC(C)C(O)(C#CCN1CCCC1)c1ccccc1 (stereo not drawn),0,14,-5,5,-26,-0.2,1,0,-2,16
COc1ccc(-c2nnc(-c3ccc(Br)o3)o2)cc1OC,-2,18,-8,5,-38,3.1,3,-90,-1,9
CC(=O)OCC1(C)CN(c2ccccc2)N(C(=O)c2ccc(C(C)(C)C)cc2)C1=O (stereo not drawn),.,-6,3,3,-16,0.1,-2,-1,3,13
Cc1cc(-c2nnc(CCC(=O)NCc3cccc(C(F)(F)F)c3)o2)no1,8,43,7,29,-7,2.6,-5,-13,-3,16
Cc1cccc(N2CCN(S(=O)(=O)c3cnc[nH]3)CC2)c1C,0,8,11,4,-32,-0.4,1,5,-2,-12
CC(C)CCNC(=O)[C@@H](NC(=O)c1c(F)cccc1F)C(C)C,1,3,-2,-3,-23,-0.5,-1,-5,5,10
CCN1C(=O)C(CC(=O)Nc2ccc(OC)cc2)N(Cc2ccco2)C1=S (stereo not drawn),1,7,3,7,-1,0.0,5,7,5,19
O=C(CSCc1ccc(Cl)cc1)NCc1ccc2c(c1)OCO2,6,-20,4,-3,-16,0.3,.,14,6,.
COc1cccc(NC(=O)Nc2cc(C(=O)NCC3CCCO3)ccc2N2CC3CC(C2)c2cccc(=O)n2C3)c1 (stereo not drawn),7,-7,3,-2,-22,0.2,3,6,1,5
COc1ccc(C(=O)Nc2ccccc2C(=O)N2CCCCCC2)cc1OC,-1,3,-2,1,-19,-0.2,1,4,0,28
Cc1ccc(CNc2ccc3c(c2)nc(C)n3C)cc1,7,6,-2,9,-151,?,-6,-64,4,-3
OC1(c2cccs2)CN(c2ccccc2)C2=[N+]1CCCC2 (stereo not drawn),-5,7,-1,1,-28,0.8,-1,15,-2,41
COCCN(CCOC)C(=O)COC(=O)c1cc([N+](=O)[O-])ccc1Cl,-3,-11,-1,3,-21,-0.4,3,1,-4,15
Cc1[nH]c(=O)[nH]c(=O)c1CSCC(=O)OCC(=O)Nc1ccccn1,4,-22,1,-7,-32,-0.5,-1,-11,1,14
CCOC(=O)c1cnc(SCc2nc(N)nc(Nc3ccc(OC)cc3)n2)nc1N,-1,-5,1,3,-51,0.2,1,-9,3,-63
Cc1ccc(C(=O)CCC(=O)NN2C(=O)NC3(CCCCC3)C2=O)cc1,-1,12,.,-3,.,-0.2,.,-6,.,.
CC(C)CNC(=O)CN(c1cccc(Cl)c1)S(C)(=O)=O,0,-5,-15,-8,-3,0.4,2,-11,1,33
CC1CCCC(NC(=O)C2CCC(CNc3c(N4CCCCC4)c(=O)c3=O)CC2)C1C (stereo not drawn),-2,-26,-2,-5,-27,0.0,0,21,-2,5
CCCCS(=O)(=O)N1CCCC(C(=O)Nc2ccc3c(c2)CCC3)C1 (stereo not drawn),0,-9,4,-12,-55,0.8,2,-48,0,34
Brc1cccc(-c2nnc(SCc3nc4ccccc4[nH]3)o2)c1,7,6,6,0,14,0.2,-2,9,2,25
COc1ccc(-c2nc(CS(=O)CC(=O)NCCCN3CCCC(C)C3)c(C)o2)cc1OC (stereo not drawn),-1,20,-6,16,-31,3.1,-5,-101,-1,6
COc1ccc(-c2cc(C(=O)N3CCc4ccccc4C3)no2)cc1OC,2,2,6,1,3,-0.1,2,22,2,0
Cc1cc(=O)[nH]c(SCC(=O)Nc2nnc(SCc3ccccc3)s2)n1,-6,17,-1,3,-22,-0.4,1,9,2,27
CCC(C)n1c(C)nc2c(c1=O)c1nc3ccccc3nc1n2CCC1=CCCCC1 (stereo not drawn),1,11,-4,-3,-38,-1.0,-3,22,-2,34
CC1(C)N=C(c2ccccc2)C(=O)N1,-4,-6,1,0,-8,-0.8,3,28,2,12
CCN1CC(CN(C)Cc2nc(Cc3ccccc3)no2)CC1=O (stereo not drawn),1,0,-1,-1,-22,-0.2,2,-5,0,25
COc1cc(-c2nnc(-c3ccco3)o2)ccc1OCc1ccccc1,-3,41,3,7,-38,2.8,2,-61,2,4
Cc1ccc(C2=NN(C(=O)c3ccco3)C(O)(C(F)(F)F)C2)cc1 (stereo not drawn),0,38,20,13,-26,0.9,0,2,5,33
O=C(O)c1ccc(Nc2nc(-c3cc4ccccc4oc3=O)cs2)cc1O,.,65*,-15,22,-43,3.1,1,-14,-2,6
O=C(NC(c1ccccc1)c1cc(Cl)c2cccnc2c1O)c1cccnc1 (stereo not drawn),-1,-19,2,-2,-14,-0.6,-3,100*,2,29
O=c1c(-c2ccc([N+](=O)[O-])cc2)coc2c(O)c(O)ccc12,-3,28,0,15,-36,0.8,1,-91,-3,3
COc1cccc2cc(C(=O)N3CCN(C(=O)c4ccccc4)CC3)c(=O)oc12,0,-19,-2,-5,-12,-0.2,1,18,2,12
O=C(CNS(=O)(=O)c1ccc(Br)cc1)OCc1cc(=O)n2cc(Br)ccc2n1,-1,-6,-7,-5,9,0.4,-1,-4,0,30
CCNc1nc(NCC)nc(SCCOC(=O)Nc2ccccc2)n1,0,11,4,0,-29,0.4,-1,2,1,2
COc1ccc(CCNC(=O)CS(=O)(=O)Cc2nc(-c3ccc(C)cc3)oc2C)cc1OC,-1,6,-6,-4,-7,-0.2,1,38,-2,.
COc1ccc(Br)cc1/C=N/NC(=O)c1ccc(COc2ccc3c(c2)CCC3)o1,-1,16,2,17,-48,0.8,-4,-42,10,17
COC(=O)CNC(=O)COC(=O)/C=C/c1ccc2ccccc2n1,-1,14,4,2,-3,-0.1,0,-30,1,17
Cc1cc(C)n2nc(CC(=O)NNC(=O)c3ccc(N(C)C)cc3)nc2n1,-15,-26,0,-10,-8,-0.4,4,14,-3,-17
CCCCCn1c(CN2CCN(Cc3ccccc3)CC2)nc2c1c(=O)[nH]c(=O)n2C,-2,3,-4,7,-30,0.2,1,32,5,26
CC(=O)Nc1ccc2nc(-c3cccn3C)[nH]c2c1,-2,24,5,1,-68,0.6,-2,-88,-2,3

# The list continues.
Compound,GSK3A inh,HSF1 activator,IEC-6 tox,HSF1 inh,KLF5 inh,HIF act,GSK3beta inhib,aSyn 5UTR inh,HSP90 inh,AI-2 QS mod
Fc1ccc(-n2c(-c3ccco3)nc3nc4ccccc4nc32)cc1,-1,42,2,6,4,0.3,-2,8,2,-1
Cc1ccc(-n2c(=S)sc3c(=O)n(-c4ccc(F)cc4)c(SCC(=O)O)nc32)cc1C,-4,4,-7,-1,-39,-0.1,3,-8,0,-4
COc1ccc(NC(=O)CCS(=O)(=O)c2ccccc2Cl)cc1S(=O)(=O)Nc1ccc(Cl)cc1,2,-14,10,-5,-6,2.2,3,-20,0,9
COc1ccc(-n2c(SCC(=O)Nc3ccc(C(N)=O)cc3)nc3c([nH]c4ccccc43)c2=O)cc1OC,-2,?,8,18,-21,-0.4,0,15,4,2
C=CCN(C(=O)c1cccc(C(F)(F)F)c1)C1(C(=O)Nc2ccccc2)CCN(C(C)C)CC1,-2,-4,-5,5,-10,-0.1,0,27,1,7
Cc1cccc(-n2nc3c(c2NC(=O)c2ccc4c(c2)OCO4)CS(=O)(=O)C3)c1C,0,-4,3,-1,-16,-0.9,1,-16,-5,33
CCOC(=O)C(C(=O)OCC)N(C#N)c1nc(SC)nc(N(C)C)n1,5,12,5,-2,-7,0.2,3,7,0,0
Cc1ccc2nsnc2c1N(S(C)(=O)=O)S(C)(=O)=O,.,3,2,-6,-1,-0.4,1,2,4,3
NC(=O)COc1ccc2oc(-c3ccccc3)cc(=O)c2c1,.,23,5,5,-30,1.4,-3,-166,5,-9
Cn1c(=O)c2c(nc(SCC(=O)N3CCc4ccccc4C3)n2C)n(C)c1=O,0,.,0,.,-12,0.0,2,0,0,19
Cc1ccc(-c2nc(C)sc2CC(=O)OCC(=O)Nc2cccc([N+](=O)[O-])c2)cc1,.,7,-5,-1,7,-0.6,3,-5,4,5
Cc1noc(NC(=O)c2cccc(Cl)c2Cl)c1C#N,0,24,1,-4,-51,-0.9,1,15,0,16
Cc1ccc(CNS(=O)(=O)c2c(N)n(C)c(=O)n(C)c2=O)cc1,2,2,-1,-6,-30,-0.3,0,3,-1,12
Cc1nn(Cc2ccc(C(=O)Nc3nccs3)cc2)c(C)c1Cl,-1,18,13,-2,56,0.5,-5,40,-1,16
COc1ccc(N(CC(=O)NCc2cccnc2)S(=O)(=O)c2c(C)nn(C)c2C)cc1,0,.,-5,.,-17,.,.,.,-3,.
Cc1ccc(NC(=O)CNC(=O)Cc2cccc3ccccc23)c(O)c1,-2,4,.,7,.,-0.2,1,5,.,-17
